# Compound activity: PubChem, National Center for Advancing Translational Sciences (NCATS)
# Giardia FBPA inh – blocks Giardia fructose-bisphosphate aldolase activity; A8B2U2; purified Giardia FBPA; Potency, µM (highest dose often 59.6 µM), inactives show at the highest dose activity, negative = inhibition, hits mostly inhibitors; 290,000 compounds, 0.71% hits; AID 2451; also: potency is read from the fitted curve at half-maximal effect; % is scaled to controls: 0 for no effect and ±100 for the full control effect; nearly all actives have a fitted effect of over 55% in size
# Target sequence (A8B2U2 whole entry, looked up): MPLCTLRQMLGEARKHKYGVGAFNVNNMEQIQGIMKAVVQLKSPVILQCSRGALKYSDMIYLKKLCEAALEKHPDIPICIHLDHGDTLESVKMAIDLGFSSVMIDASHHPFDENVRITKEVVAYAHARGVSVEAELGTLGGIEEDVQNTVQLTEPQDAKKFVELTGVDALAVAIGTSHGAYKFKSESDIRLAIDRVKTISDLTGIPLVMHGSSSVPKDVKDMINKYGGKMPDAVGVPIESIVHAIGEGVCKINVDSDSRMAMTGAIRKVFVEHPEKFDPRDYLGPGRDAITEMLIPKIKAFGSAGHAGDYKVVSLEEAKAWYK
#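 Giardia FBPA (40 nM reagent) was preincubated 10 min at RT with compound (up to 57.5 uM final), then substrate plus GAPDH/TPI/NAD/arsenate coupling system with diaphorase/resazurin was added; resorufin fluorescence (525/598 nm) was read after 20 min.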
# HCV inh – inhibitors of hepatitis C virus infection; Huh7.5.1 HCVcc-Cre infection, luciferase reporter, 44 h; Potency, µM (top dose mostly 41.8 µM), inactives show top-dose activity change, negative = inhibition, usual class: inhibitors; 340,000 compounds, 3.4% hits; also: potency is read from the fitted curve at half-maximal effect; % is scaled to controls: 0 for no effect and ±100 for the full control effect
#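 1,000 cells/well; 4 h culture; + compound; + HCVcc-Cre (~0.5 moi); 44 h; luciferase substrate, RT 15 min; read 15 sec.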
# Pf growth 96h – P. falciparum growth inhibition at 96 hour, primary screen for plastid delayed-death inhibitors. P. falciparum luciferase reporter growth, 96 h. AID 504834. 320,000 compounds, 6.9% hits. Potency, µM (doses to about 28.7 µM), for inactives: at the top dose activity change, negative = inhibition, actives largely listed as inhibitors; also: potency is read from the fitted curve at half-maximal effect; % is scaled to controls: 0 for no effect and ±100 for the full control effect
#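 Two-generation exposure (96 h) targets delayed-death phenotype. Reporter parasites carrying integrated firefly luciferase, in red cells at 2% hematocrit and 0.05% parasitemia final, kept at 37 C, 5% CO2; luminescence loss indicates inhibition.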
# Shiga toxin inh – Shiga toxin inhibition | Vero cells, Shiga toxin protein synthesis inhibition reporter | inhibition, % at 38.7 µM | 290,000 compounds, 9.2% hits; in the data active = inhibition mostly above about 28%, no sharp cut-off; inactive = mostly below about 43%; also: 0% is about no effect
# Pf growth 48h – inhibits P. falciparum growth in the first generation, 48 h. P. falciparum luciferase growth in erythrocytes, 48 h. Potency, µM (titrated, usually from 28.7 µM), for the others: at the top dose activity change, negative = inhibition, most hits filed as inhibitors. 310,000 compounds, 5.9% hits. AID 504832; also: potency is read from the fitted curve at half-maximal effect; % is scaled to controls: 0 for no effect and ±100 for the full control effect
#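 Erythrocytes infected with P. falciparum carrying an integrated firefly luciferase reporter (2% hematocrit, 0.1% parasitemia final) were exposed to compounds in RPMI 1640 with 0.5% Albumax at 37 C, 5% CO2. Growth inhibition was scored as reduced luminescence.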
# CHX counter – counter-screen hit for Shiga toxin inhibitors, cycloheximide; 300,000 compounds, 12% hits; cell reporter, cycloheximide protein synthesis inhibition counterscreen; max response, %; in the data active = max response mostly above about 13%, no sharp cut-off; inactive = mostly below about 14%; also: read at 38.3 µM for the half of the compounds with a filed dose; 0% is about no effect
# An asterisk follows results filed as active; i = inactive; ? = inconclusive; . = not tested or not shown; + = active, no number; [ ] = dose if it differs, or a comment. Unless noted, calls follow the shape of the dose curve; as a rule, active = well fitted curve in the direction sought with a large enough effect; inconclusive = small, poorly fitted or top-dose-only effect, or another doubt; inactive = no such curve, though single readings can be large; an effect the other way counts as inactive or inconclusive.
SMILES,Giardia FBPA inh,HCV inh,Pf growth 96h,Shiga toxin inh,Pf growth 48h,CHX counter
S=C(NN=C(C1CC1)C1CC1)Nc1ccccc1,-25%,4%,54%[activator],43*,135%[activator],34*
COCC(=O)N(Cc1cc2cc(OC)ccc2[nH]c1=O)c1ccccc1,-16%,-16%,32%[activator],34,20%,16*
Cc1ccc(Cl)cc1N1CCN(C(=O)c2ccc(NS(=O)(=O)c3c(C)noc3C)cc2)CC1,8%,0%,90%[activator],-1,18%,9
CCOC(=O)c1ccc(NC(=S)NN)cc1,-3%,21%,?,8,?,-3
COc1ccc(/C=N/NC(=O)c2[nH]c3ccc(Cl)cc3c2-c2ccccc2)c(C(=O)O)c1OC,15%,6%,4%,-4,.,-6
COc1ccc(C(CC(=O)O)NS(=O)(=O)c2ccc(C)cc2)cc1OC (configuration not stated),1%,9%,?,-22,23%,-4
O=C(O)c1ccc(S(=O)(=O)Cc2ccccc2)cc1,18%,8%,20%,-4,7%,-4
CC(C)(CNC(=O)C1c2ccccc2-c2ccccc21)N1CCOCC1,1%,-1%,-13%,3,?,-1
COc1ccc(F)cc1C(=O)C1CCCN(Cc2ccc(Oc3ncccn3)cc2)C1 (configuration not stated),1%,-28%,-14%,-13,-22%,-3
COc1ccc(NC(=O)CN2CCOCC2)cc1S(=O)(=O)N1CCCCC1,.,27%,-8%,.,-21%,.
COc1ccc(NC(=O)C#Cc2ccccc2)cc1,-6%,-29%,?,86*,-13%,55*
COc1ccc(N2CCN(C(=O)c3ccc(NS(=O)(=O)c4ccccc4)cc3)CC2)cc1,-22%,-18%,-23%,35,?,20*
CCOC(=O)CN1C(=O)C(CC)Oc2ccccc21 (configuration not stated),2%,6%,.,-17,45%[activator],2
CN(CC(=O)Nc1ccc(Cl)cc1)Cc1cc(=O)n2ccsc2n1,2%,-6%,34%,-14,14%,5
COc1ccc(N(CC(=O)Nc2cc(C)cc(C)c2)S(=O)(=O)c2ccccc2[N+](=O)[O-])c(OC)c1,-1%,20%,8.3µM*,-20,?,1
C=CCN1/C(=C2/SC(=S)N(C)C2=O)Sc2ccccc21,-19%,.,8%,16,51%[activator],2
CCOP(=O)(c1ccc(N(C)C)cc1)C(O)c1ccc(OC)cc1 (configuration not stated),5%,16%,9%,3,7%,-2
COc1ccccc1-c1cc(C(F)(F)F)nc(NCc2ccco2)n1,-3%,?,96%[activator],-18,?,-2
COc1ccccc1NC(=O)CSc1nc2c(sc3ccccc32)c(=O)n1CCN(C)C,-16%,8%,?,-7,31%[activator],-4
Cc1ccc(/C(N)=N/OC(=O)c2cccc(Cn3cc(C(F)(F)F)ccc3=O)c2)cc1,0%,?,?,12,?,3
COc1cc(NC(=S)N2CCN(C(=O)c3ccco3)CC2)c(OC)cc1Cl,1%,-5%,?,-4,-6%,3
CSC1=C(C#N)C(C)CC(=O)N1 (configuration not stated),0%,13%,24%,-16,16%,-1
Clc1ccc2[nH]c3c(NCC4CCCO4)ncnc3c2c1 (configuration not stated),-7%,.,166%[activator],13,?,23*
COc1ccc(S(=O)(=O)N2CCN(Cc3ccc4c(c3)OCO4)CC2)c2ccccc12,3%,4%,-11%,-9,.,-3
O=C(CCC(=O)c1cccs1)c1cccs1,5%,5%,i,34*,.,40*
# The results go on.
SMILES,Giardia FBPA inh,HCV inh,Pf growth 96h,Shiga toxin inh,Pf growth 48h,CHX counter
Cc1cc(C(=O)OCC(=O)Nc2sc3c(c2C#N)CCC(C)C3)c2ccccc2n1 (configuration not stated),0%,4%,41%[activator],-3,20%,0
O=C(c1ccc(F)cc1)N1CCN(c2ccc([N+](=O)[O-])c(N3CCOCC3)c2)CC1,-6%,-22%,31%[activator],-8,-4%,-2
Cc1cc2c3c(c1)C(C)CC(C)(C)N3C(=O)C2=O (configuration not stated),-9%,15%,0%,11,-18%,-2
COc1cccc(C(C(=O)NCC2CCCO2)N(C(=O)Cn2nnc3ccccc32)c2ccccc2C(C)=O)c1OC (configuration not stated),.,13%,13%,0,?,-3
CCCC[C@]12Cc3ccccc3C(O1)c1c(cc(-c3ccccc3)oc1=O)O2,2µM*,.,1.5µM*,+,0.43µM*,13
CC(C)(C)C1CCc2onc(C(=O)Nc3ccc4c(c3)OCO4)c2C1 (configuration not stated),4%,10%,?,-8,16%,-3
O=C(O)c1cnn2c(-c3ccccc3)ccnc12,-9%,17%,29%,3,-5%,9
CC1(c2nnc(-c3ccc(F)cc3)o2)CC(c2ccc(F)cc2)=NO1 (configuration not stated),7%,-18%,8%,13,98%[activator],5
O=C(Cn1c(=O)c2cccn2c2ccc(F)cc21)NCCCN1CCN(c2ccccc2F)CC1,.,?,-17%,-7,?,-5
c1cc(C(c2nnnn2C2CCCC2)N2CCOCC2)ccn1 (configuration not stated),-4%,10%,6%,-14,31%[activator],-2
CC(Oc1ccc(F)cc1Br)c1nc2ccccc2c(=O)[nH]1 (configuration not stated),-8%,-2%,?,71*,9.3µM*,-2
COc1ccc(C(=O)/C=C/Nc2ccccn2)c(OC)c1,-1%,-4%,378%[activator],57*,432%[activator],52*
O=[N+]([O-])c1ccc(CNCCc2ccccc2)cc1,-29%,8%,13µM*,.,20%,2
Cn1nc(-c2ccccc2)c(C(O)c2ccccc2C(F)(F)F)c1Cl (configuration not stated),13%,16%,?,6,?,-2
COCCCNCCOCCOc1c(OC)cccc1OC,0%,-4%,30%[activator],-3,?,6
COc1cc2[nH]c(=O)c(C(=O)NCc3ccc(F)cc3)c(O)c2cc1OC,11%,-2%,3.3µM*,5,-12%,1
CCN(Cc1ccccc1)C(c1cccc(C#N)c1)c1nnnn1C(C)(C)C (configuration not stated),5%,?,?,-1,10µM*,10
CC(=O)c1cc2c(cc1NC(=O)CCCC(=O)O)OCO2,6%,20%,22%,-11,1%,-4
O=C(CCN1C(=O)COc2ccccc21)N1CCN(c2ccccc2)CC1,5%,26%,-27%,-4,-4%,-4
COc1ccc2ccc3c(c2c1)N=C[C@]1(O3)N(C)c2ccccc2C1(C)C,8.9µM*,-4%,6.6µM*,40,?,-1
COc1cccc(CN2CCC(N(CCc3ccccc3)Cc3ccccc3)CC2)c1OC,-28%,11µM*,22%,-6,?,-4
C=C1C2C[C@H](O)C(C)(C)[C@@]2(O)[C@H](O)C[C@]23C[C@@](C)(O)[C@H](CC[C@H]12)[C@H]3O (some centres not stated),4%,5%,-3%,-13,12%,-2
COc1cc2c(cc1OC)/C(=C/C(=O)c1ccccc1)NCC2,4%,-12%,-3%,-10,-11%,-2
CCn1cc(C(=O)NCC(=O)OC)c2cc(OC)c(OC)cc2c1=O,-1%,16%,30%,-10,66%[activator],0
CCn1c2ccccc2c2cc(CN3CCN(S(=O)(=O)Cc4ccccc4)CC3)ccc21,-9%,?,18%,-15,?,-1
# Remaining list, next part
SMILES,Giardia FBPA inh,HCV inh,Pf growth 96h,Shiga toxin inh,Pf growth 48h,CHX counter
COc1cccc(NC(=O)c2c([N+](=O)[O-])cnn2C)c1,2%,15%,65%[activator],-2,5%,-3
Cn1c(CN2CCCC2)nc2cc(NC(=O)COc3ccccc3)ccc21,0%,-1%,60%[activator],42,54%[activator],-4
c1ccc(CNc2nc3ccccc3n3cnnc23)nc1,-9%,-1%,-6%,10,.,18
CC1CCN(C(=O)COC(=O)c2cn(C)c3ccccc23)CC1,.,7%,52%[activator],.,37%[activator],.
O=C(Cc1ccccc1)Nc1ccc(NC(=O)c2cccnc2)cc1,3%,13%,?,-12,20%,-3
CCN1C(=O)c2cccc3c(S(=O)(=O)Nc4ccccn4)ccc1c23,-1%,12%,?,-7,-13%,15
Cc1ccc(-n2nc3c(=O)n(C(C)C(=O)NCc4ccc5c(c4)OCO5)nc(C)c3c2C)cc1 (configuration not stated),5%,11µM*,1.3µM*,-4,?,7
COc1cc(S(=O)(=O)n2cnc(C)c2)ccc1Br,-2%,-5%,150%[activator],-8,27%,-1
Cc1ccc(CC(CC(=O)O)C(=O)NCC23CC4CC(CC(C4)C2)C3)cc1 (configuration not stated),26%,16%,4%,1,11%,8
CC1(C)CC(CC(=O)NC(=S)Nc2ccc([N+](=O)[O-])cc2)C(=O)O1 (configuration not stated),-9%,6%,50%,3,59%[activator],5
CCCc1cc(=O)[nH]c(SCC(=O)Nc2oc(C)c3c(C)n[nH]c(=O)c23)n1,.,12%,8%,.,23%,.
FC(F)(F)c1nc(-c2cccs2)ncc1-c1nnnn1-c1ccc(Cl)cc1,-7%,5µM*,23%,3,.,-2
Cc1ccc2c(c1)[C@@H](O)C[C@@H](C)N2N=O,3%,-13%,25%,23,-7%,-2
Fc1ccc(NC(=S)NCCN2CCOCC2)cc1,1%,4%,15%,-6,?,9
CCOc1ccc(N(CC(=O)O)S(=O)(=O)c2ccc(OC)c(OC)c2)cc1,22%,0%,-13%,1,10%,-1
CCC(C)C(=O)N1CCc2cc(-c3csc(N)n3)ccc21 (configuration not stated),1%,?,7%,65*,28%,52*
CCCC(C)NC(=O)c1cc(S(=O)(=O)N2CCCCCC2)ccc1OC (configuration not stated),.,-9%,?,.,?,.
Nc1nnc(SCc2cccnc2)s1,6%,7%,15%,7,30%[activator],5
O=C(Oc1ccc(C(=S)N2CCOCC2)cc1)c1ccc(Br)cc1,6%,-10%,3%,-4,0%,-7
O=c1nc2sc3ccccc3n2c(=O)n1-c1cccc(Cl)c1,-2%,11µM*,.,37,92%[activator],19
CCN1C(=O)[C@H]2[C@@H](c3ccc(-c4ccccc4)cc3)N3CCCC[C@@]3(C(=O)OC)[C@H]2C1=O,.,4%,?,.,10µM*,.
COc1ccc(CCCC(=O)Nc2ccccc2F)cc1,-1%,3%,-12%,109*,41%[activator],21*
CC(=O)C1C(c2cccc([N+](=O)[O-])c2)C2C(C)=NN=C2CC1(C)O (configuration not stated),4%,24%,52%[activator],-12,-3%,-2
CC(=O)Nc1ccc(N2C(=O)CCC2=O)cc1C,8%,12%,.,-56,-1%,-4
CCC(C)(C)NC(=O)c1ccc2c(c1)N(CC(=O)OC)C(=O)C(C)(C)O2,0%,2%,?,5,-10%,8
O=C(c1ccco1)N1CCN(Cc2csc(-c3ccccc3Cl)n2)CC1,.,?,18%,83*,-14%,50*
O=C1C=C(c2ccc3ncccc3c2)C[C@@H](c2ccc3c(c2)OCO3)C1,.,?,?,.,?,.

# Compounds listed so far with a Cl atom:
SMILES,Giardia FBPA inh,HCV inh,Pf growth 96h,Shiga toxin inh,Pf growth 48h,CHX counter
Cc1ccc(Cl)cc1N1CCN(C(=O)c2ccc(NS(=O)(=O)c3c(C)noc3C)cc2)CC1,8%,0%,90%[activator],-1,18%,9
COc1ccc(/C=N/NC(=O)c2[nH]c3ccc(Cl)cc3c2-c2ccccc2)c(C(=O)O)c1OC,15%,6%,4%,-4,.,-6
CN(CC(=O)Nc1ccc(Cl)cc1)Cc1cc(=O)n2ccsc2n1,2%,-6%,34%,-14,14%,5
COc1cc(NC(=S)N2CCN(C(=O)c3ccco3)CC2)c(OC)cc1Cl,1%,-5%,?,-4,-6%,3
Clc1ccc2[nH]c3c(NCC4CCCO4)ncnc3c2c1 (configuration not stated),-7%,.,166%[activator],13,?,23*
Cn1nc(-c2ccccc2)c(C(O)c2ccccc2C(F)(F)F)c1Cl (configuration not stated),13%,16%,?,6,?,-2
FC(F)(F)c1nc(-c2cccs2)ncc1-c1nnnn1-c1ccc(Cl)cc1,-7%,5µM*,23%,3,.,-2
O=c1nc2sc3ccccc3n2c(=O)n1-c1cccc(Cl)c1,-2%,11µM*,.,37,92%[activator],19
O=C(c1ccco1)N1CCN(Cc2csc(-c3ccccc3Cl)n2)CC1,.,?,18%,83*,-14%,50*
